CRFBP-R2 block: antagonists of CRF-binding protein/CRF-R2 receptor complex | HEK293 CRF-R2/CRF-BP, CRF-induced calcium fluorescence | inhibition, % at 11.8 µM | 350,000 tested, 0.59% active | AID 588475;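 active = inhibition of the ligand-induced calcium signal above about 50% at the single tested concentration, limit read from the data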
IMP-1 inh: blocks Pseudomonas aeruginosa IMP-1 metallo-beta-lactamase | 290,000 tested, 0.45% active | AID 1556 | purified IMP-1, nitrocefin hydrolysis, epi-absorbance fluorescence | inhibition, % at 5.6 µM;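 active = inhibition above the mean plus 3 SD of all compounds in the same screening run, cut at about 4.5% in these data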;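 also: 0% = IMP-1 with DMSO and 100% = DMSO wells lacking enzyme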
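System: purified IMP-1; amount: IMP-1 0.2 nM before substrate addition; compound: single dose, 5.6 µM; times: 25 °C, 15 min preincubation, 25 min reaction; signal: Epi-absorbance via hydrolysed-nitrocefin quenching of white-plate fluorescence, 480/530 nm, EDTA stop; benchmarks: DMSO with and without IMP-1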
SUMO HTRF inh: SUMOylation inhibition; P63279; HTRF SUMOylation assay, SAE1/SAE2 + UBC9, in vitro; inhibition, % at 35 µM; 290,000 tested, 0.36% active; AID 2006; in the data active = inhibition above about 50%, passing the limit was not always enough; also: strong numbers were not always called active
Target sequence (P63279 whole entry, looked up): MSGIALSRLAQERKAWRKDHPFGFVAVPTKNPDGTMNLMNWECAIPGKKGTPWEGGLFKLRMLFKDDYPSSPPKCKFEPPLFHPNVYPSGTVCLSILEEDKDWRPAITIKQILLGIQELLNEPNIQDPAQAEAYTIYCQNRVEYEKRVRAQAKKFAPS
pCIP destab: lowers stability of the mouse p/CIP coactivator protein; F442A p/CIP-EGFP cells, EGFP fluorescence, 16 h; decrease of EGFP signal, % at 10 µM; 290,000 tested, 0.01% active; Q05BA5;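 active = EGFP signal decrease of at least 30% at 10 µM or well 3 SD below plate mean, unless failing retest; inactive = the rest, including hits failing retest or dose response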; also: some compounds called inactive have numbers as strong as hits; many of its hits are not listed in these tables
VIM-2 inh: blocks Pseudomonas aeruginosa VIM-2 metallo-beta-lactamase | purified VIM-2, nitrocefin hydrolysis, epi-absorbance fluorescence | inhibition, % at 5.6 µM | 290,000 tested, 0.89% active;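 active = inhibition above the mean of all tested compounds plus 3 SD, cutoff set per screening run, cut at about 7.5% in these data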;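 also: red hydrolysis product quenches plate fluorescence so inhibitors raise well fluorescence; 0% = enzyme with DMSO and 100% = DMSO without enzyme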
GalR3 antag: human GalR3 antagonism; O60755; 360,000 tested, 0.44% active; inhibition, % at 3 µM; AID 651719; HEK293 GalR3-CNG cAMP membrane potential fluorescence; galR3 body fused to GalR1 C-terminus;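 active = inhibition above the screen-wide average plus 3 SD, cut at about 13% in these data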;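 also: forskolin and galanin both at EC90 stimulate the cells; cAMP rise reported by CNG channel membrane potential dye signal; 0% = forskolin plus galanin with DMSO and 100% = forskolin alone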
Target sequence (O60755 1-299 limits assumed): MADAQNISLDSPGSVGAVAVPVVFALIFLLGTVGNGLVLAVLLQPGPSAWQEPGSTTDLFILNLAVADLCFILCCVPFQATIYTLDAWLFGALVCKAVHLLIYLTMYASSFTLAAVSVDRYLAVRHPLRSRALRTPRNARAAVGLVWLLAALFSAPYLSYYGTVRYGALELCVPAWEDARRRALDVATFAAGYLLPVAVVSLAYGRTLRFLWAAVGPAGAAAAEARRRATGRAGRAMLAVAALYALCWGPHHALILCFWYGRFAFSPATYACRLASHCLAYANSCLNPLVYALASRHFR
IDE inh: inhibits human insulin-degrading enzyme in HEK cells; P14735; FAbetaB cleavage, fluorescence polarization; inhibition, % at 5.59 µM; 320,000 tested, 0.41% active;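 active = percent inhibition above the average of all tested compounds plus 3 SD, set per screening campaign, cut at about 16% in these data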;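 also: IDE supplied by intact live HEK cells; FP after avidin binding of uncleaved biotin substrate so inhibition keeps polarization high; 0% = DMSO wells and 100% = 60 µM reference IDE inhibitor Ii1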
NS3 helicase inh: HCV NS3 helicase inhibition. NS3 helicase DNA unwinding, Cy5 molecular beacon fluorescence. inhibition, % at 10.9 µM. 290,000 tested, 0.56% active. AID 1800;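 active = inhibition above the mean of all tested compounds plus 3 SD, set per campaign, cut at about 35% in these data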;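 also: 0% = DMSO wells and 100% = thioflavine S control wells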
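Measured by: Cy5 fluorescence, 0 and 60 min reads / Assay system: NS3 helicase fragment of HCV / Control set: low DMSO, high thioflavine S at 110 µM / Times: 1 h reaction at 25 °C, ATP-initiated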
IDE act: IDE (human) activation, cell-based; HEK cells, FAbeta-B cleavage, fluorescence polarization; 0% vehicle, 100% cell-free pure enzyme wells; 340,000 tested, 0.073% active; activation, % at 5.96 µM; P14735;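 active = activation above the mean of all tested compounds plus 3 SD, set per screening campaign, cut at about 17% in these data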
* = called active by the depositor; / = not tested or not shown.

#	structure	CRFBP-R2 block	IMP-1 inh	SUMO HTRF inh	pCIP destab	VIM-2 inh
1	C=C(C)COc1ccc(-c2nc(N)ncc2Oc2ccc(OC)cc2)c(O)c1	-2	-1.3	-6	-10	-2.8
2	O=C1CCCC/C=C\C[C@H](CC(=O)N(CCO)Cc2ccccc2)C(=O)N2CCC[C@@H]2CO1	7	/	/	/	/
3	COc1ccc(NC(=O)N2CCCC2C(=O)NCc2ccc(C)cc2)cc1 (stereo not given)	0	-0.8	6	-5	-2.1
4	Cc1ccc([C@H]2C(C(=O)O)=C[C@@H](CC3CCCC3)N2S(=O)(=O)c2ccc(C)cc2)cc1	11	/	/	/	/
5	Cc1ccc2[nH]c3c(=O)[nH]ncc3c2c1	-6	-2.5	-21	5	-2.5
6	O=C(CSc1ccc(-c2ccco2)nn1)c1cccc([N+](=O)[O-])c1	0	-1.5	73*	4	-2.7
7	O=C(c1ccc2c(c1)OCCO2)C1CCN(S(=O)(=O)c2ccccc2F)CC1	-2	-1.4	8	-4	-1.5
8	O=C(COc1ccc(S(=O)(=O)N2CCOCC2)cc1Cl)NCCCn1ccnc1	17	-2.8	24	-9	1.9

#	GalR3 antag	IDE inh	NS3 helicase inh	IDE act
1	3	0	-1	3
2	-5	0	/	0
3	-3	-2	-13	2
4	-4	-2	/	0
5	-11	4	14	1
6	-1	4	38*	2
7	-4	3	-6	-1
8	6	2	-10	-1

(more compounds)
#	structure	CRFBP-R2 block	IMP-1 inh	SUMO HTRF inh	pCIP destab	VIM-2 inh
9	CN1CCCN(S(=O)(=O)c2cccc(C#N)c2)CC1	8	-1.0	19	-1	2.2
10	O=C(O)c1cccc(NC(=O)C2CCCO2)c1 (stereo not given)	12	-1.1	0	-22	-2.4
11	CN=C1c2cc3c(Br)c(OC)ccc3n2CCN1C	3	-3.0	22	4	-0.5
12	Cc1ccc2c(c1)N(CC(=O)OC(CC(C)C)C(=O)NC1CCCC1)C(=O)CO2 (stereo not given)	-15	-3.8	5	-11	-0.8
13	O=c1c2c(n3nnnc3n1-c1ccccc1)-c1ccccc1CC21CCCC1	24	-0.7	25	-6	-2.1
14	CC(Oc1ccc(Cl)cc1Cl)C(=O)NCCCCc1ccccc1 (stereo not given)	-15	-0.5	-28	-9	0.5
15	O=C1CC(=C(c2ccccc2)c2ccccc2)C(=O)N1CCN1CCN(c2cccc(Cl)c2)CC1	37	0.9	2	-11	-2.3
16	Cc1onc(-c2c(F)cccc2Cl)c1C(=O)N1CCN(c2ncccn2)CC1	-7	-0.9	19	-12	-0.6

#	GalR3 antag	IDE inh	NS3 helicase inh	IDE act
9	-7	5	15	-2
10	-1	8	-1	4
11	-7	-1	-2	-5
12	-7	-4	-5	7
13	14*	1	-1	-2
14	-12	1	-19	0
15	1	1	1	5
16	-3	3	3	1

Complete entries, quoted from the list. Order of screens: CRFBP-R2 block, IMP-1 inh, SUMO HTRF inh, pCIP destab, VIM-2 inh, GalR3 antag, IDE inh, NS3 helicase inh, IDE act
Shown for `O=C(O)c1cccc(NC(=O)C2CCCO2)c1` (stereo not given) → 12, -1.1, 0, -22, -2.4, -1, 8, -1, 4
Shown for `CN=C1c2cc3c(Br)c(OC)ccc3n2CCN1C` → 3, -3.0, 22, 4, -0.5, -7, -1, -2, -5
Shown for `Cc1ccc2c(c1)N(CC(=O)OC(CC(C)C)C(=O)NC1CCCC1)C(=O)CO2` (stereo not given) → -15, -3.8, 5, -11, -0.8, -7, -4, -5, 7
Shown for `O=C1CC(=C(c2ccccc2)c2ccccc2)C(=O)N1CCN1CCN(c2cccc(Cl)c2)CC1` → 37, 0.9, 2, -11, -2.3, 1, 1, 1, 5
Shown for `O=c1c2c(n3nnnc3n1-c1ccccc1)-c1ccccc1CC21CCCC1` → 24, -0.7, 25, -6, -2.1, 14*, 1, -1, -2

The list goes on.
#	structure	CRFBP-R2 block	IMP-1 inh	SUMO HTRF inh	pCIP destab	VIM-2 inh
17	CCC(C)(C)NC(=O)C(c1ccccc1Cl)N(C(=O)CCC(=O)Nc1cc(C)on1)C(C)(C)C (stereo not given)	-22	-0.8	1	-15	-1.2
18	Cn1c(=O)oc2cc(C(=O)c3ccccc3)ccc21	4	-2.2	5	-9	-1.2
19	Cc1onc(-c2ccccc2)c1C(=O)N/N=C/c1ccc(Br)cc1	9	-1.5	-20	-16	-1.2
20	O=C(CCCl)N(Cc1nc2ccccc2c(=O)[nH]1)Cc1cccs1	0	-0.6	4	2	-3.4
21	CCCCC(=O)OCC(=O)Nc1cccc(S(=O)(=O)NC2=NCCCCC2)c1	23	-2.1	6	-11	-2.4
22	CCOC(=O)c1c(C)[nH]c(C(=O)/C(C#N)=C/c2ccc(OCC)cc2)c1C	-93	1.1	9	2	-0.1
23	CC(=O)O[C@@H]1[C@@]2(C)O[C@H]2CC[C@]23O[C@H]2[C@H](OC3=O)C2=C(C)C(=O)O[C@@]21O	-5	-3.4	5	-2	-0.6
24	COc1ccc(CNC(=O)C(C)OC(=O)CN2C(=O)COc3ccccc32)cc1 (stereo not given)	11	-2.2	-4	-13	-2.0

#	GalR3 antag	IDE inh	NS3 helicase inh	IDE act
17	-8	0	-9	1
18	7	12	4	-9
19	-2	0	-4	-2
20	-2	-2	-6	6
21	-7	3	10	2
22	10	2	3	-5
23	-1	7	3	-3
24	-8	1	-3	2

More structures follow:
#	structure	CRFBP-R2 block	IMP-1 inh	SUMO HTRF inh	pCIP destab	VIM-2 inh
25	Cc1cc(NC(=O)CCC(=O)N(Cc2ccco2)C(C)(C)C(=O)NC2CCCCC2)no1	14	0.3	4	-4	-3.5
26	O=C(COc1ccc(Cl)cc1)Nc1cnn(Cc2c(Cl)cccc2Cl)c1	9	-2.6	9	-10	-1.6
27	COc1ccc(C(=O)Nc2ccccc2N2CCN(C(=O)C(C)C)CC2)cc1Cl	-4	-3.0	0	-1	-3.5
28	CC(C)(C)c1ccc(Cn2nnc3c(=O)[nH]c(C4CCN(C(=O)Cc5cccs5)CC4)nc32)cc1	-9	-3.2	-28	-16	-1.5
29	O=S(=O)(NCC(O)COCc1ccco1)c1cccs1 (stereo not given)	-45	/	2	-17	/
30	Cc1cc(=O)[nH]c(SCC(=O)N2CCN(C(c3ccccc3)c3ccccc3)CC2)n1	24	0.1	-4	-1	-0.3
31	O=C(CCc1ccncc1)NC1CCCc2c1cnn2-c1ccc(F)cc1F (stereo not given)	3	-2.9	-1	-9	-1.1
32	COc1cccc(/C(O)=C2/C(=O)C(=O)N(CCN(C)C)C2c2ccc(Br)cc2)c1 (stereo not given)	-10	2.1	8	0	0.8

#	GalR3 antag	IDE inh	NS3 helicase inh	IDE act
25	-2	-3	-1	4
26	-4	1	2	4
27	-1	5	-6	1
28	-8	3	-13	0
29	0	4	/	4
30	-4	-3	-9	0
31	-8	1	-6	-2
32	0	8	-1	5

New compounds follow
#	structure	CRFBP-R2 block	IMP-1 inh	SUMO HTRF inh	pCIP destab	VIM-2 inh
33	COc1ccc(OC)c(S(=O)(=O)Nc2ccccc2SC)c1	-2	-3.6	-28	10	0.5
34	Cc1ccc(CNC(=O)c2ccc3c(=O)n(CC4CCCO4)c(=S)[nH]c3c2)cc1 (stereo not given)	10	-6.8	-2	-7	-3.9
35	O=c1cc(CCl)nc2sc3ccccc3n12	-4	-3.6	12	0	3.7
36	CC(C)(C)c1ccc(OCCCn2ccnc2)cc1	2	1.3	8	0	-1.3
37	CCOc1ccc(NS(=O)(=O)c2ccc(NC(C)=O)c(OC)c2)cc1	-17	1.1	6	6	-1.3
38	O=C(/C=C/c1ccccc1)NCc1ccco1	24	-2.1	-4	-7	-1.0
39	CC(=O)c1ccc(-n2c(=O)[nH]c(=O)c3c(N)c(C(=O)c4ccc(Cl)cc4)sc32)cc1	-6	-3.7	35	-15	-0.7
40	CC(C)C[C@H](NC(=O)N1CCn2c1nc1ccccc12)C(=O)NCCc1ccccc1	-13	-2.5	-14	-7	-3.7

#	GalR3 antag	IDE inh	NS3 helicase inh	IDE act
33	-9	-3	11	-1
34	-6	6	4	1
35	-3	2	4	2
36	-5	0	-26	2
37	-7	-3	-4	2
38	-6	4	2	-6
39	-5	10	2	0
40	-7	-1	-17	7

Next section.
#	structure	CRFBP-R2 block	IMP-1 inh	SUMO HTRF inh	pCIP destab	VIM-2 inh
41	CC1(C)C(=O)OC(c2cccn2-c2ccc([N+](=O)[O-])cc2)C(C)(C)C1=O (stereo not given)	32	-3.9	13	-7	-1.8
42	Cc1cccc2nc(COc3ccc4ccccc4c3Br)cn12	25	-2.3	-31	4	-0.5
43	COc1ccc(COC(=O)c2ccc(Cl)c(S(=O)(=O)N3CC(C)OC(C)C3)c2)cc1 (stereo not given)	15	/	/	/	/
44	Cc1ccc(C(=O)Nc2sc(C)c(C)c2C(=O)c2ccccc2)cc1	-17	0.7	-11	2	1.6
45	Nc1ccc2c3c(cccc13)CC2	4	3.1	32	-3	2.2
46	Cc1ccccc1C(=O)N1c2ccccc2OCC1C(C)(C)C (stereo not given)	-59	-2.8	2	2	-2.6
47	CCn1c(SCc2nc3ccccc3[nH]2)nnc1-c1cnccn1	-13	-2.8	10	-13	-0.6
48	CC(C)(C)C1CCc2sc(C(=O)NNC(=O)CCl)cc2C1 (stereo not given)	-10	-2.6	11	-5	-4.2
49	Cc1nn(C)c(C(=O)N/N=C/c2ccc(-c3ccccc3)cc2)c1Cl	-1	-2.9	7	-12	-1.5
50	CC(C)(CN=C1NS(=O)(=O)c2ccccc21)CNC(=O)c1ccccc1	-6	-2.1	14	-11	-1.2

#	GalR3 antag	IDE inh	NS3 helicase inh	IDE act
41	-4	-2	-2	-1
42	-5	-1	-21	6
43	-5	2	/	2
44	4	-3	9	4
45	-4	43*	7	-5
46	-4	-4	-16	3
47	-5	0	2	3
48	3	/	1	0
49	-1	3	-3	-3
50	1	-2	1	2

Entries by screen from the list.
Entries 41–50 in NS3 helicase inh: -2, -21, /, 9, 7, -16, 2, 1, -3, 1
Entries 41–50 in GalR3 antag: -4, -5, -5, 4, -4, -4, -5, 3, -1, 1

Source: PubChem BioAssay
